TLR4 MyD88 comp – inhibitors of human TLR4-MyD88 binding. HeLa CL3-4 TLR4/MyD88 BLA complementation, FRET ratio. 200,000 compounds, 0.18% hits. inhibition, % at 8.4 µM; in the data active = inhibition above about 25%;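 also: 0% = vehicle and 100% = reference inhibitor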
Target sequence (O00206 whole entry, looked up): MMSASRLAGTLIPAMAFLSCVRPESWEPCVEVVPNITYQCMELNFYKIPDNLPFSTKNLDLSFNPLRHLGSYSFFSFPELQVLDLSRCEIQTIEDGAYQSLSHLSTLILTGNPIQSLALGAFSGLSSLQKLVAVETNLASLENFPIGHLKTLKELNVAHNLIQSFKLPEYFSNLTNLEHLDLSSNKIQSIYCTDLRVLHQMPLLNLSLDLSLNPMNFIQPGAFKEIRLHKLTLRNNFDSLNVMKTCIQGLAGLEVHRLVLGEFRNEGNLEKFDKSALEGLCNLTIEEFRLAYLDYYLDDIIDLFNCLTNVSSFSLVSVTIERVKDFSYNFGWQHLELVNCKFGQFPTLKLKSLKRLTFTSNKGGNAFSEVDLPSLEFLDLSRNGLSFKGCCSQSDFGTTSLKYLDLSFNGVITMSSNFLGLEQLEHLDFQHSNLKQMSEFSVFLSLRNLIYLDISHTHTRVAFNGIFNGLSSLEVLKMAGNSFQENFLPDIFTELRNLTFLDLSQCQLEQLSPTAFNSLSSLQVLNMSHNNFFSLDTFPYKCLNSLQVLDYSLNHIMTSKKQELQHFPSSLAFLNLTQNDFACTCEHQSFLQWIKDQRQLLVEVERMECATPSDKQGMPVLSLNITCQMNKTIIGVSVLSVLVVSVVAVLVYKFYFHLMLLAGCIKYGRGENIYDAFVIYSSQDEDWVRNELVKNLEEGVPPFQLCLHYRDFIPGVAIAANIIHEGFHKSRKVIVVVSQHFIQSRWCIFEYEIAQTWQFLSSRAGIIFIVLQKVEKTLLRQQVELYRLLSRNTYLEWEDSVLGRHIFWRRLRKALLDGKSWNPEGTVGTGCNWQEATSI
Target sequence (Q99836 whole entry, looked up): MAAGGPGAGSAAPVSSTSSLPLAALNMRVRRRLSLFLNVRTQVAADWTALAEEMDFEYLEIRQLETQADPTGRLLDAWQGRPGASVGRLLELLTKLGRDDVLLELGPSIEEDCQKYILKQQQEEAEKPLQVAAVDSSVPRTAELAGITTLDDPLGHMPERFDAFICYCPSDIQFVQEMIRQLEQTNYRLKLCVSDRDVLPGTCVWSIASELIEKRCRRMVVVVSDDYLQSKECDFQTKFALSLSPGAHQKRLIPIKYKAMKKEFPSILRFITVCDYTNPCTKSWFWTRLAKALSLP
STAT3 act – increases IL-6 driven STAT3 reporter signal; U3A cells, IL-6 STAT3-luciferase reporter, luminescence; 100% = signal with IL-6 EC80 alone; activation (% of control), % at 5.6 µM; 190,000 compounds, 0.91% hits; AID 871;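 active = activation above the screen-wide mean of compound activation plus 3 SD, cut at about 130% in these data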;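 also: 0% = background luminescence of wells with medium and substrate only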
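Material: STAT3-luciferase reporter U3A cells; Probe or stimulus: IL-6 (33 ng/mL); Incubation: compound pre-incubation 1 h before IL-6, then 6 h stimulation at 37 °C; Technique: luminescence from STAT3-driven luciferase reporter; Evaluation: % activation versus median of IL-6-stimulated wells; Controls: IL-6-only high control.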
Diaph inh CS – counter-screen for diaphorase-based assays: diaphorase inhibitors and chemical oxidizers; diaphorase resazurin-to-resorufin fluorescence, NADH, 16 min; bacterial (C. kluyveri) enzyme, not human; inhibition, % at 20 µM; 190,000 compounds, 0.69% hits; AID 1217;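 active = primary screen inhibition at 20 µM above a set limit, cut at about 50% in these data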;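 also: plate controls were DMSO with full reaction for no effect and wells lacking NADH for full effect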
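Assay system: diaphorase enzyme from Clostridium kluyveri. Quantity: enzyme working solution with 0.14 U/mL diaphorase. Schedule: reaction incubation of 16 min at room temperature. Technique: resorufin fluorescence, excitation 544 nm, emission 590 nm. Controls: No-NADH positive control and DMSO neutral control.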
Diaphorase act – activates diaphorase or chemically reduces, flagging diaphorase assay artifacts; AID 1229; Diaphorase/resazurin coupled assay, resorufin fluorescence, 16 min; stronger effect = higher value; 1 = vehicle wells, 0 = NADH-free wells; activation factor at 20 µM; 190,000 compounds, 0.005% hits;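 active = diaphorase activity raised at least twofold by the compound at 20 µM; inactive = activation factor below 2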
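Material: bacterial diaphorase enzyme (C. kluyveri); amount: enzyme 0.07 U/mL final; reagent: NADH substrate 0.114 mM plus resazurin dye 0.1 mM, final; doses: single compound dose of 20 µM, 1% DMSO final; timing: 16 min enzyme reaction, ambient temperature; measured by: fluorescence of resorufin, 544 nm excitation, 590 nm emission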
STAT3 blocker – STAT3 signaling inhibition; U3A cells, IL-6 STAT3-luciferase reporter, luminescence; host cell line lacks STAT1; inhibition, % at 5.5 µM; 190,000 compounds, 0.89% hits;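 active = inhibition above the mean inhibition across all screened compounds plus 3 SD, cut at about 44% in these data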;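 also: 0% = DMSO only wells and 100% = 100 µM nifuroxazide control wells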
Hsp70 act – Hsp70 transcriptional activation, primary screen. activation, % at 10 µM. 200,000 compounds, 0.04% hits. HeLa Hsp70 promoter luciferase reporter, luminescence; scaled: vehicle 0, proteasome-inhibitor control 100%;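 active = activation above the mean across all tested compounds plus 3 SD, cutoff set per campaign, cut at about 5.5% in these data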;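 also: 100% = MG132 at 30 µM as the positive control and 0% = DMSO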
G6PDH CS – inhibits Leuconostoc G6PDH, flagging false hits in G6PDH-based assays | Purified L. mesenteroides G6PDH, diaphorase/resazurin coupled fluorescence, 45 min | inhibition, % at 5 µM | 200,000 compounds, 0.12% hits; in the data active = inhibition above about 50%
STAT1 activator – activators of IFN-gamma induced STAT1 signaling; NIH 3T3 STAT1-luciferase reporter, luminescence; 100% = IFN-gamma alone, no compound; activation (% of control), % at 5.5 µM; 200,000 compounds, 2.6% hits; AID 932;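 active = activation above the screen-wide mean activation plus 3 SD, cut at about 130% in these data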;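 also: raw ratio to IFN-gamma control signal so 100% means no change and 0% no light; values of inactives mirror those of a sister screen read the other way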
APP 5UTR inh – APP translation inhibition; SH-SY5Y APP 5'UTR-luciferase reporter, luminescence; inhibition, % at 2 µM; 190,000 compounds, 0.82% hits;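 active = inhibition above a set limit, derived from the sample mean plus 3 SD, cut at about 45% in these data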; also: values of inactives mirror those of a sister screen read the other way
STAT1 blocker – inhibitors of IFN-gamma induced STAT1 signaling. AID 920. NIH 3T3 STAT1-luciferase reporter, luminescence. 200,000 compounds, 0.35% hits. inhibition, % at 5.5 µM;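 active = inhibition above a set limit, the mean inhibition across all tested compounds plus 3 SD, cut at about 34% in these data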;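 also: 0% = IFN-gamma with DMSO and 100% = IFN-gamma with 300 µM nifuroxazide; values of inactives mirror those of a sister screen read the other way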
* marks the source's active call; other numbers are inactive results; / = not tested or not shown. Compounds were not picked by outcome. Share with any hit: about 6.1%.

SMILES	TLR4 MyD88 comp	STAT3 act	Diaph inh CS	Diaphorase act	STAT3 blocker	Hsp70 act	G6PDH CS	STAT1 activator	APP 5UTR inh	STAT1 blocker
CC(C)CN(C(=O)COC(=O)c1ccc2ccccc2n1)C1CCS(=O)(=O)C1 (centres undefined)	-15.1	108.7	-3.5	1	-9.0	-0.4	8.2	107.0	-14.9	-9.1
CC(=O)O/N=C(/c1nonc1N)N(C)C	-2.8	97.1	-22.0	1.2	5.6	-0.2	11.3	98.0	-2.0	2.7
CCOC(=O)C1=C(C)NC(=O)C(C(N)=O)C12CCCCC2 (centres undefined)	12.3	90.4	21.2	0.8	15.0	-0.4	1.9	98.7	4.7	1.5
O=C(Cc1n[nH]c(=O)[nH]c1=O)N/N=C/c1c(O)ccc2ccccc12	1.4	94.8	1.1	1	11.0	-0.3	-1.3	103.5	21.6	-2.0
O=C(COC(=O)CCN1C(=O)/C(=C\C=C\c2ccccc2)SC1=S)Nc1ccc(Br)cc1	-7.8	78.4	2.0	1	32.7	-0.1	23.4	106.3	22.3	-8.8
O=C(c1ccc(S(=O)(=O)N2CCOCC2)cc1)N1CCc2ccccc2C1	1.9	103.3	-3.8	1	-0.2	0.1	20.8	101.9	22.9	-2.0
COC(=O)[C@@H](NC(=O)N(C1CCCCC1)C1CCCCC1)C(C)C	-4.5	92.0	9.8	0.9	11.6	-0.1	6.3	98.2	2.4	2.0
CCN(C(=S)NC(=O)CCc1ccccc1)c1ccccc1	-16.9	100.2	5.7	0.9	0.1	-0.4	1.5	97.3	9.1	3.0
COC(=O)c1ccccc1C(=O)N1CCCC(C(=O)c2cc(F)ccc2F)C1 (centres undefined)	-6.6	106.4	11.5	0.9	-3.8	-0.4	19.1	100.5	-7.7	-2.4
COc1cccc(NC(=O)N(CCCN2CCOCC2)C(C)c2cc3ccccc3o2)c1 (centres undefined)	-10.1	101.5	15.5	0.8	4.2	-0.2	-3.4	95.0	-3.8	5.3
COCCN1C(=O)c2ccccc2C(C(=O)N2CCN(c3ccccn3)CC2)C1c1ccc(F)cc1 (centres undefined)	11.1	93.7	16.6	0.8	10.9	-0.4	4.4	85.4	9.0	15.9
Cc1cc(C(=O)NCCCN2CCCC2=O)no1	-1.2	104.8	11.4	0.9	-1.4	0.3	-15.5	107.8	-15.3	-8.6
C/C(CCc1oc2ccc(Br)cc2c1-c1ccc(C)o1)=N/O	7.5	87.3	30.4	0.7	18.0	-0.2	-5.7	89.4	-4.7	11.7
COc1cc(/C=N/NC(N)=O)cc([N+](=O)[O-])c1O	6.6	101.3	28.4	0.7	3.3	-0.3	6.9	95.7	-5.1	1.9
CCC(CC)C(=O)Nc1cccc(/C(C)=N/NC(=O)c2c(Br)cnn2C)c1	1.9	82.4	3.7	1	25.3	-0.2	6.9	103.1	-5.6	-3.4
Cc1cc(NC(=O)CSc2ccc3nnc(-c4cccnc4)n3n2)no1	2.3	103.7	18.9	0.8	4.7	-0.1	6.4	107.7	8.7	-8.5
CC(C)CCSc1nc2c(c(=O)[nH]c(=O)n2C)n1CCc1ccccc1	6.1	99.1	1.4	1	4.1	0.0	1.4	95.9	32.7	2.7
Cc1cc(NC(=O)CCC(=O)N(CC2CCCO2)C(C(=O)NC2CCCC2)c2cccnc2)no1 (centres undefined)	-3.6	96.5	11.3	0.9	8.4	-0.1	4.5	90.8	-7.0	10.1
Cc1ccc(NC2=C(Cl)C(=O)OC2NC(=O)c2ccccc2)cc1 (centres undefined)	-11.8	100.8	-13.5	1.1	2.2	0.3	5.0	98.5	11.9	1.6
COC(=O)C1C(=O)OC(C)(C)C1C(C)C(=O)c1ccccc1 (centres undefined)	-6.8	103.3	11.3	0.9	-4.0	0.7	1.5	95.5	19.4	3.5

Individual results from the list:
Cc1cc(C(=O)NCCCN2CCCC2=O)no1 | Diaphorase act = 0.9
Cc1cc(NC(=O)CCC(=O)N(CC2CCCO2)C(C(=O)NC2CCCC2)c2cccnc2)no1 (centres undefined) | APP 5UTR inh = -7.0

Structures shown so far containing bromine, in the order listed:
SMILES	TLR4 MyD88 comp	STAT3 act	Diaph inh CS	Diaphorase act	STAT3 blocker	Hsp70 act	G6PDH CS	STAT1 activator	APP 5UTR inh	STAT1 blocker
O=C(COC(=O)CCN1C(=O)/C(=C\C=C\c2ccccc2)SC1=S)Nc1ccc(Br)cc1	-7.8	78.4	2.0	1	32.7	-0.1	23.4	106.3	22.3	-8.8
C/C(CCc1oc2ccc(Br)cc2c1-c1ccc(C)o1)=N/O	7.5	87.3	30.4	0.7	18.0	-0.2	-5.7	89.4	-4.7	11.7
CCC(CC)C(=O)Nc1cccc(/C(C)=N/NC(=O)c2c(Br)cnn2C)c1	1.9	82.4	3.7	1	25.3	-0.2	6.9	103.1	-5.6	-3.4

Compound profiles (already shown).
Cc1cc(NC(=O)CSc2ccc3nnc(-c4cccnc4)n3n2)no1 as listed: TLR4 MyD88 comp = 2.3; STAT3 act = 103.7; Diaph inh CS = 18.9; Diaphorase act = 0.8; STAT3 blocker = 4.7; Hsp70 act = -0.1; G6PDH CS = 6.4; STAT1 activator = 107.7; APP 5UTR inh = 8.7; STAT1 blocker = -8.5
COc1cc(/C=N/NC(N)=O)cc([N+](=O)[O-])c1O as listed: TLR4 MyD88 comp = 6.6; STAT3 act = 101.3; Diaph inh CS = 28.4; Diaphorase act = 0.7; STAT3 blocker = 3.3; Hsp70 act = -0.3; G6PDH CS = 6.9; STAT1 activator = 95.7; APP 5UTR inh = -5.1; STAT1 blocker = 1.9

New compounds follow.
SMILES	TLR4 MyD88 comp	STAT3 act	Diaph inh CS	Diaphorase act	STAT3 blocker	Hsp70 act	G6PDH CS	STAT1 activator	APP 5UTR inh	STAT1 blocker
NCCNc1ccc2nnnn2n1	-3.4	98.7	13.4	0.9	9.8	0.1	12.3	102.7	-0.3	-2.7
O=C(Nc1ccc(Br)cn1)c1ccc([N+](=O)[O-])cc1Cl	0.9	88.6	10.9	0.9	20.5	-0.1	0.1	141.8*	-96.6	-48.1
O=C(COC(=O)Cc1ccsc1)Nc1ccc(Cl)c(S(=O)(=O)N2CCOCC2)c1	-9.5	103.4	19.0	0.8	-1.4	0.0	1.4	99.8	3.9	0.2
CCCC/C(=N\NC(=O)c1ccc(Br)o1)c1ccccc1	-21.3	98.8	3.7	1	2.7	-0.1	5.6	116.0	-9.3	-17.8
O=c1c2c(-c3ccccc3)csc2ncn1/N=C/c1ccc(O)c([N+](=O)[O-])c1	7.0	101.7	3.6	1	4.2	-0.3	1.1	100.1	-10.7	0.3
CCOc1ccc(-n2c(O)c(/C=N/Nc3nc(C)cc(C)n3)c3ccccc3c2=O)cc1	0.7	106.0	-1.1	1	-3.7	-0.1	0.1	103.6	37.4	-5.1
O=C(NCc1ccccc1)C1=C[C@@H](c2coc3ccccc3c2=O)C[C@@H](OCc2ccc(CO)cc2)O1	-7.3	/	9.8	0.9	/	0.0	11.4	98.4	-13.1	3.3
CCOc1cccc(NC(=O)c2cccc(F)c2)c1	-12.6	89.3	2.0	1	14.1	-0.3	18.1	80.1	-18.5	20.1
O=C(NC1=NCCS1)c1ccc(Cl)c(S(=O)(=O)N2CCCCCC2)c1	-14.8	93.2	13.4	0.9	8.3	-0.1	10.8	103.7	-15.9	-3.8
O=C(Nc1ccc(-c2nnco2)cc1)c1ccccc1	-10.5	82.0	5.4	0.9	23.8	0.5	-2.1	110.3	-16.1	-11.1
CCN(Cc1cnn(C)c1)Cc1nc(Cc2ccccc2Cl)no1	0.6	108.0	20.1	0.8	-5.8	-0.3	9.8	111.8	10.4	-15.0
COc1ccc(C(=O)CN2CC(C)SC2=Nc2ccc(Cl)cc2)cc1 (centres undefined)	2.4	102.0	11.7	0.9	-7.6	-0.3	-17.9	111.3	-20.4	-12.4
CC(Cc1ccsc1)NC(=O)CCc1nnc(CCc2ccccc2)o1 (centres undefined)	-15.2	98.9	15.0	0.8	6.8	-0.1	4.4	102.4	-7.2	-4.9
CCOc1cc(CNc2ccccc2)cc(Br)c1OCc1ccc(F)cc1	7.1	94.9	2.4	1	6.4	0.1	2.9	95.2	2.5	5.2
CCn1c(SCC(=O)Nc2ccc3c(c2)OCCO3)nnc1-c1ccccn1	-1.5	89.9	17.2	0.8	15.6	0.4	-3.7	96.6	-3.3	3.7
C/C(N)=C(/C#N)C(=O)CSc1nnc(Nc2ccccc2C)s1	0.5	102.2	9.1	0.9	1.7	-0.2	12.5	109.6	3.6	-10.6
C=CCOc1ccc(/C=N/N2C(=O)C(CC(=O)Nc3ccc(F)cc3F)SC2=NC)cc1 (centres undefined)	-0.4	97.1	-6.5	1.1	4.3	-0.1	-3.7	103.2	-38.9	-3.5
COc1ccc(OCC(O)Cn2c(=N)n(CCN3CCOCC3)c3ccccc32)cc1 (centres undefined)	4.9	106.8	6.0	0.9	-4.4	-0.4	5.7	98.0	-1.3	2.2
CC1(C)CC(=O)C2=C(C1)OC(N)=C(C#N)C2c1ccsc1 (centres undefined)	1.3	98.1	13.8	0.9	6.7	-0.5	2.0	101.9	-2.4	-3.9
Cc1cc(NC(=O)CCC(=O)N(CC(=O)NCC2CCCO2)Cc2ccc(F)cc2)no1 (centres undefined)	-3.5	105.7	-8.2	1.1	-3.5	-0.1	-4.3	97.8	19.4	-0.2
COc1cccc(NC(=O)N2CCCC(C(=O)Nc3ccccc3OC)C2)c1 (centres undefined)	0.0	104.2	5.4	0.9	-1.8	-0.1	9.7	99.9	0.3	0.1
O=C(CSc1nc2cc(Cl)ccc2c(=O)n1Cc1ccco1)Nc1ccc(S(=O)(=O)N2CCOCC2)cc1	5.8	95.6	23.5	0.8	8.8	-0.4	9.2	116.5	4.9	-18.7
CCCNC(=O)CSc1nnc(-c2ccccc2Br)n1-c1cccc(C(F)(F)F)c1	-10.7	105.0	-2.6	1	-0.1	0.0	2.9	96.3	6.7	4.1
O=C(Cn1cc([N+](=O)[O-])cn1)N1CCCc2ccccc21	-15.6	114.6	5.0	0.9	-4.7	-0.5	4.8	104.0	-28.1	-6.2
C=COCCNC(=S)N1CCOCCOCCN(C(=S)NCCOC=C)CCOCCOCC1	-9.4	95.6	-2.9	1	10.4	0.6	2.4	102.4	-20.5	-2.9
CCn1c(COc2ccc(OC)cc2)nnc1SCc1nc2ccccc2c(=O)[nH]1	-12.1	94.1	4.3	1	11.8	-0.1	-0.1	98.5	-1.4	3.3
COc1cccc(C(=O)/C=C/Nc2ccc(S(=O)(=O)Nc3cccc(C(C)=O)c3)cc2)c1	-4.6	83.9	11.9	0.9	22.2	-0.2	2.2	86.2	2.1	15.0
CCOc1ccc(C(=O)Nc2nnc(C)s2)cc1OCC	9.5	93.2	13.1	0.9	10.3	0.1	1.7	89.6	7.8	11.4

Source: PubChem
